mcGAS inh: inhibitors of mouse cGAS. Q8C6L5. recombinant cGAS, Kinase-Glo ATP depletion luminescence. inhibition, % at 12.5 µM. actives 0.15% (n = 160,000);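 note: 0% = negative control wells and 100% = reference inhibitor with no enzyme activity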
hcGAS lum: inhibitors of human cGAS; Q8N884; recombinant h-cGAS, ATP depletion, Kinase-Glo luminescence; inhibition, % at 12.5 µM; actives 0.081% (n = 290,000); AID 1259398;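 note: 0% = vehicle reaction and 100% = reaction without DNA for no activity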
Target sequence (Q8N884 whole entry, looked up): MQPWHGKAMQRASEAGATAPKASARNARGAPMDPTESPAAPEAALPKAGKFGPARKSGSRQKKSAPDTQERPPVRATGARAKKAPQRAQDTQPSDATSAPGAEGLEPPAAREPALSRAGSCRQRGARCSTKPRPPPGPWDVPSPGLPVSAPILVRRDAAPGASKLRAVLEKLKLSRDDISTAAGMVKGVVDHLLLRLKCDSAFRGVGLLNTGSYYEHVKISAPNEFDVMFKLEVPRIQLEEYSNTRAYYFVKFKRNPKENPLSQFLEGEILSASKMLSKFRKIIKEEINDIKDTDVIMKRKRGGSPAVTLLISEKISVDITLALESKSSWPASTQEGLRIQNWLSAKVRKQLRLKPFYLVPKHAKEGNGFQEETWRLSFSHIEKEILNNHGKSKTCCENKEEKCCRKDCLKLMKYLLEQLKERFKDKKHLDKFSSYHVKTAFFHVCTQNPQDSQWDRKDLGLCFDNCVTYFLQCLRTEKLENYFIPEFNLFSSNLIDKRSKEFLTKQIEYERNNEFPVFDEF
NPYLR7 ag: activates Aedes aegypti NPYLR7 receptor | HEK293T NPYLR7/Galpha15, GCaMP6s calcium fluorescence | activation, % at 10 µM | actives 0.15% (n = 270,000); in the data active = activation above about 40%;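 note: 0% = vehicle and 100% = reference agonist at the receptor; some compounds past the cut are filed as inactive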
Numbers without * were called inactive; nt = no result given; & = joins results of further samples. Cut-off read from the data, not from the text of the source, unless noted: active = inhibition above about 40%; inactive = the rest. Compounds were not picked by outcome; about 0.27% have a hit in one of these screens.

| compound | mcGAS inh | hcGAS lum | NPYLR7 ag |
| --- | --- | --- | --- |
| O=C(C1CCCCC1)N(CCCN1CCOCC1)c1nc2c(F)cc(F)cc2s1 | -7 | -4 | 1 |
| CC(C(=O)NC(C)(C)C)N(c1ccccc1)S(C)(=O)=O (stereo unspecified) | nt | 8 | -1 |
| COc1cccc(-c2cccc(-c3ccc(NC(=O)c4ccc(C(F)(F)F)cc4F)cc3)n2)c1 | -6 | -2 | 0 |
| CC(C)(O)C#Cc1ccc(CN2CC[C@@H](N3CCN(c4ccccn4)CC3)[C@H](O)C2)cc1 | nt | -8 | 18 |
| Cc1[nH]cnc1CN(Cc1cccnc1)C1CCN(C)CC1 | nt | -6 | 0 |
| COCCNC(=O)[C@@]1(OCc2cccc(F)c2)CC(OCc2ccc(F)cc2)[C@@H]2OC(C)(C)O[C@@H]2C1 (stereo partly specified) | -6 | -4 | 18 |
| O=S(=O)(Nc1ccc(N2CCCC2)c(F)c1)c1cc(F)cc(F)c1 | -7 | -8 | -5 |
| N#Cc1cc(NC(=O)c2cccs2)c(=O)n2c1sc1ccccc12 | nt | 4 | 0 |
| Cc1nc(C(C)NC2CCN(c3ccccn3)CC2)cs1 (stereo unspecified) | -8 | -14 | 8 |
| Cc1c(C(=O)N(C)Cc2ccccc2Cl)sc2nc3n(c(=O)c12)CCCCC3 | -7 | 1 | -3 |

One compound at a time, as listed above.
COCCNC(=O)[C@@]1(OCc2cccc(F)c2)CC(OCc2ccc(F)cc2)[C@@H]2OC(C)(C)O[C@@H]2C1 (stereo partly specified) across the screens: mcGAS inh: -6; hcGAS lum: -4; NPYLR7 ag: 18
CC(C)(O)C#Cc1ccc(CN2CC[C@@H](N3CCN(c4ccccn4)CC3)[C@H](O)C2)cc1 across the screens: mcGAS inh: nt; hcGAS lum: -8; NPYLR7 ag: 18
CC(C(=O)NC(C)(C)C)N(c1ccccc1)S(C)(=O)=O (stereo unspecified) across the screens: mcGAS inh: nt; hcGAS lum: 8; NPYLR7 ag: -1

Further records:
| compound | mcGAS inh | hcGAS lum | NPYLR7 ag |
| --- | --- | --- | --- |
| Brc1cc2c(cc1CSc1nnnn1-c1ccccc1)OCO2 | nt | -7 | 1 |
| CN1CC[C@H](NC(=O)C2CC2)C[C@H](O)C1 | -3 | 3 | 4 |
| O=C(CSc1nc(=O)n2ccccc2n1)Nc1ccc(C(F)(F)F)cc1 | -8 | -10 | 1 |
| N#Cc1cccc(S(=O)(=O)N(Cc2nnc(-c3ccc(Cl)cc3)o2)C2CC2)c1 | -5 | -3 | 2 |
| CNS(=O)(=O)c1cc(Cl)ccc1Cl | -5 | -6 | -1 |
| C=CCn1c(=O)c2c(nc3n(-c4ccc(C(F)(F)F)cc4)c(C)cn23)n(C)c1=O | nt | -8 | -1 |
| Cc1csc(C2CCCCN2C(=O)Cc2csc(N3CCNC3=O)n2)n1 (stereo unspecified) | -8 | -6 | 3 |
| COc1ccc(C(=O)Cn2c(-c3nnc(C)o3)cc3ccccc32)cc1 | -8 | -1 | -9 |
| Cc1ncsc1Cn1nc(C2CCNCC2)n(Cc2ccccc2)c1=O | nt | -5 | 7 |
| O=C(c1cc(-c2ccsc2)n[nH]1)N1CCCC(Nc2ccc3c(c2)OCO3)C1 (stereo unspecified) | nt | 4 | 2 |
| OC(CN1CCN(Cc2ccc3c(c2)OCO3)CC1)c1ccccc1 (stereo unspecified) | -5 | -13 | 4 |
| CC(C)(O)C#Cc1ccc(C(=O)NCc2n[nH]c3c2CCCCC3)o1 | nt | -4 | 4 |
| Cc1noc(-c2ccccc2Cl)c1C(=O)NCc1cccs1 | -10 | -8 | 5 |
| CSc1ccccc1C(=O)Nc1cc(C)nn1-c1nc2c(cnn2-c2ccc(C)cc2)c(=O)[nH]1 | 1 | 8 | nt |
| CCCc1ccc(C(=O)CSc2nnc(-c3ccc[nH]3)o2)cc1 | -8 | -3 | 3 |
| O=c1c(N=Nc2cc(Cl)ccc2Cl)c(-c2ccccc2)[nH]n1-c1nc(-c2ccccc2)cs1 | -2 | 5 | -6 |
| Cc1nn(-c2ccccc2)c2c1P(=O)(N1CCOCC1)C(=C1N(C)c3ccccc3C1(C)C)C=N2 (stereo unspecified) | nt | -10 | 4 |
| O=C1NC(=S)N/C1=C/c1ccc2c(c1)OCO2 | -2 | -3 | -3 |
| Cc1cccc(CSc2nc(C)cc(Oc3cccc(Cl)c3)n2)c1 | -5 | -2 | -10 |
| CC(=O)OCC1C(=O)CC2CCCC1N2C(=S)Nc1ccccc1 (stereo unspecified) | nt | -6 | -8 |
| CCn1cc(C(CC(=O)N(CCC#N)Cc2cccnc2)c2cc(OC)cc(OC)c2)c2ccccc21 (stereo unspecified) | -6 | -3 | 19 |
| C=CCNC(=O)CSc1ccc(S(=O)(=O)N2CCCCCC2)cn1 | nt | 0 | -6 |
| O=C(Cc1ccccc1)NC1CCN(c2ccccc2C(=O)NCCN2CCCCC2)CC1 | -7 | -6 | 23 |
| COc1cc(Br)cc(C)c1N | nt | -4 | 8 |
| CCS(=O)(=O)c1ccc(O)c(N=Cc2ccc(C)o2)c1 | nt | -10 | 5 |
| Clc1cccc(-c2nc3ccc(Br)cn3c2NC2CCCCC2)c1 | -8 | -4 | -6 |
| O=C(Cn1nc(-c2ccc([N+](=O)[O-])cc2)nc1-c1ccccc1)Nc1ccc(Br)cc1 | -1 | 0 | -10 |
| CC(C)c1cc(C(=O)N(C)C2CCCN(CCCc3ccccc3)C2)on1 (stereo unspecified) | nt | -10 | 3 |
| CCCN(C1CCS(=O)(=O)C1)S(=O)(=O)c1ccccc1Cl (stereo unspecified) | nt | -12 | 6 |
| Cc1cccc(CSc2ncnc3c2nnn3-c2ccc(F)cc2)c1 | -6 | -3 | 11 |
| Cc1ccc(Cn2nc(C)c(C(=O)N3CCNC(=O)C3)c2C)cc1 | -7 | -12 | 7 |
| [O-][n+]1onc2cc3c(cc21)OCCO3 | -6 | -3 | 0 |
| CC(NS(=O)(=O)c1ccc(F)c(F)c1F)c1ccc2c(c1)OCCO2 (stereo unspecified) | -9 | -7 | 1 |
| O=C(Cc1ccc(C(F)(F)F)cc1)Nc1ncccc1O | nt | -17 | 1 |
| CCCOC(=NCCOC)NC(=O)c1ccc(Cl)c(Cl)c1 | -6 | -7 | -4 |
| Oc1c2cccnc2cn1Cc1noc(C2CCCC2)n1 | -9 | -1 | -1 |
| COc1ccccc1C(=O)C1CCCN(C(=O)CSc2nc3ccc(C)cc3[nH]2)C1 (stereo unspecified) | -6 | -3 | 8 |
| CNC(=O)CSc1nnc2n1CCN2c1ccc(C)cc1 | -8 | -4 | 0 |
| Cc1nn(C)cc1-c1ccnc(NCCSCc2nc[nH]c2C)n1 | -16 | -2 | 6 |
| Cc1cccc(Cn2cccc2CN(CCC(C)C)Cc2cc(F)cc(F)c2)c1 | -4 | -7 | -3 |

Gathered by group, those above containing a CF3 group.
| compound | mcGAS inh | hcGAS lum | NPYLR7 ag |
| --- | --- | --- | --- |
| COc1cccc(-c2cccc(-c3ccc(NC(=O)c4ccc(C(F)(F)F)cc4F)cc3)n2)c1 | -6 | -2 | 0 |
| O=C(CSc1nc(=O)n2ccccc2n1)Nc1ccc(C(F)(F)F)cc1 | -8 | -10 | 1 |
| C=CCn1c(=O)c2c(nc3n(-c4ccc(C(F)(F)F)cc4)c(C)cn23)n(C)c1=O | nt | -8 | -1 |
| O=C(Cc1ccc(C(F)(F)F)cc1)Nc1ncccc1O | nt | -17 | 1 |

Remaining list, next part.
| compound | mcGAS inh | hcGAS lum | NPYLR7 ag |
| --- | --- | --- | --- |
| O=[N+]([O-])c1cc(S(=O)(=O)C(F)(F)F)ccc1Nc1ccc(N2CCOCC2)cc1 | nt | -5 | 8 |
| Cc1cc(C)cc(-c2cc(NS(=O)(=O)c3cnn(C)c3)n[nH]2)c1 | nt | -2 | 1 |
| COc1cccc(CSc2nnc(C(C)NC(=O)COc3ccccc3)n2-c2ccc([N+](=O)[O-])cc2)c1 (stereo unspecified) | -4 | -3 | -1 |
| COCCN(C1CCN(C)CC1)S(=O)(=O)NCc1ccccc1 | nt | -3 | 2 |
| Cn1ncc(NCCc2nc3ccc(F)cc3n2C)c(Cl)c1=O | nt | -2 | 3 |
| CN(C)CCN(C(=O)CCc1ccccc1)c1nc2ccc(Cl)cc2s1 | 0 | 1 | -6 |
| Cc1coc2cc3oc(=O)c(CCC(=O)O)c(C)c3cc12 | nt | -7 | 3 |
| CN(C)S(=O)(=O)Nc1ccc(Cc2ccncc2)cc1 | nt | -12 | -3 |
| Cn1c(CSc2nc3ccccc3[nH]2)nc2ccccc21 | -5 | -4 | -9 |
| CC(Cn1cncn1)NC(=O)c1coc(COc2ccc(F)cc2)n1 (stereo unspecified) | -8 | -3 | -1 |
| COCC(NC(=O)c1sc(C)nc1-c1ccccc1)c1ccnn1C (stereo unspecified) | nt | 5 | 3 |
| CCOC(C)C(=O)Nc1cc(C(=O)OC)n(Cc2ccccc2)c1 (stereo unspecified) | -18 | -7 | 1 |
| O=C1CC(c2cccs2)c2c(c(C(=O)O)cn2-c2ccccc2F)N1 (stereo unspecified) | nt | -6 | 2 |
| CCc1cc2c(=O)c(Oc3ccc(-c4ccccc4)cc3)coc2cc1OC(C)=O | 0 | -1 | 4 |
| CC(C)COC(=O)N1CCCCC1c1cc(C(=O)NCc2ccccc2)no1 (stereo unspecified) | -7 | -5 | 1 |
| Clc1nc(-c2ccccc2)ncc1-c1ccccc1 | 2 | 2 | 6 |
| CC(=O)N1N=C(c2cccs2)CC1c1cc2cc3c(cc2nc1Cl)OCCO3 (stereo unspecified) | nt | -6 | 5 |
| COC(=O)c1ccc(CN2CC[C@@]3(C2)[C@H](O)CN(c2ccccc2)S3(=O)=O)cc1 | -8 | 5 | 7 |
| Cc1cc(C(=O)N2CCN(Cc3cccc(-c4noc(-c5cccc(Cl)c5)n4)c3)CC2)cc(Cl)n1 | -7 | -9 | nt |
| Cc1cc(C)c(NC(=O)CN(C)C(=O)c2cc(F)ccc2F)c(C)c1 | -6 | -7 | 1 |
| Cc1cccnc1C(NC(=O)C1CCN(C(=S)Nc2ccc(Cl)cc2)CC1)c1ccc(F)cc1 (stereo unspecified) | -1 | -4 | 4 |
| CCc1ccc(S(=O)(=O)N(C(=O)c2ccncc2)c2ccc3oc(C)c(C(C)=O)c3c2)cc1 | nt | 11 | 3 |
| CC(=O)NC1=NN(C(C)=O)C2(S1)C(=O)N(Cc1ccc(C)cc1)c1c(C)cccc12 (stereo unspecified) | -1 | -5 | 5 |
| O=C(c1cccc(-n2cccn2)c1)N1Cc2cnn(CCO)c2C1 | nt | -2 | 3 |
| Cc1[nH]n(-c2nc(-c3ccccc3)cs2)c(=O)c1N=Nc1ccc(Cl)c([N+](=O)[O-])c1 | -7 | 6 | -5 |
| CC(NC(CO)CO)C1=CCCCC1 (stereo unspecified) | nt | -5 | 6 |
| NC(=O)CCN(C(=O)c1ccc(Br)cc1)c1ccccc1 | nt | -9 | 0 |
| CCN(CC)S(=O)(=O)CCNC(=O)c1cc(C)n(C(C)C)c1C | -17 | -6 | 5 |
| CCNc1ncc(CN2CCCC(CCc3ccccc3F)C2)cn1 (stereo unspecified) | -15 | -7 | 10 |
| COc1cc(C2NC(=O)NC3=C2C(=O)N(C)C3)cc(OC)c1OC (stereo unspecified) | nt | -5 | 7 |
| CCOC(=O)[C@@H]1C[C@@H]2O[C@H]1[C@H]1CN(C(=O)COc3ccccc3)C[C@H]1[C@H]2O | 6 | 2 | -1 |
| NC(=O)Cn1cnc2c(nnn2-c2ccc(F)cc2)c1=O | nt | -2 | 10 |
| COc1cc(C2=NC(=Cc3cnn(-c4ccccc4)c3)C(=O)O2)cc(OC)c1OC | nt | -8 | 4 |
| CC(C)(C)C(C)(O)C#CCN1CCOCC1 (stereo unspecified) | -4 | -2 | 3 |
| O=C(NNc1nc(-c2ccccc2)c2cc(Br)ccc2n1)c1cccc([N+](=O)[O-])c1 | -5 | 0 | -9 |
| CN(CC#N)C1CCN(c2cccc(OC(F)(F)F)c2)C1=O (stereo unspecified) | nt | -7 | 3 |
| COc1cc(NC(=O)C2(C)CCCN2CC(C)C)cc(OC)c1OC (stereo unspecified) | -5 | -6 | 1 |
| O=S1(=O)c2cccc3cccc(c23)N1CCSCc1ccccc1 | nt | -6 | -3 |
| CC(Cc1ccsc1)NC(=O)c1coc(COc2ccc3c(c2)OCO3)n1 (stereo unspecified) | nt | -11 | 2 |
| COc1ccc(-c2c(C)nn(-c3ccccc3)c2C)c(C(=O)N2CCN(C(=O)c3ccco3)CC2)c1 | 0 | -3 | -8 |
| CC(C)c1ccc(Oc2cnn(C)c(=O)c2Nc2cccc(C(=O)NCc3cccnc3)c2)cc1 | -2 | -1 | 7 |
| CCOc1cccc(CN(C(=O)OC(C)(C)C)C2CCC(C(=O)N3CCOC(COc4ccc(OC)cc4)C3)CC2)c1 (stereo unspecified) | 2 | 4 | 5 |
| O=c1c2c(cnn2-c2ccccc2)c(C2CC2)nn1Cc1ccccc1 | nt | -5 | 1 |
| N#Cc1cc2c([nH]c1=S)CCCCC2 | nt | -7&-2 | -2&-1 |
| Cc1ccc(S(=O)(=O)NC(=O)/C=C/c2nccs2)s1 | -13 | -7 | -7 |
| CCCCCCSc1nc(-c2ccccc2)cc(-c2ccccc2OC)c1C#N | -5 | -1 | -4 |
| Cc1ccnn1CCC(=O)N(C)CC1CCCCO1 (stereo unspecified) | -4 | -4 | nt |
| CCOC(=O)C1CCN(C(=O)CCN(CC(C)C)C(=O)c2cc(-c3cccn3C)on2)CC1 | -5 | -5 | nt |
| CCOC(=O)c1nn(-c2ccccc2)c(=O)cc1N1CCN(C(c2ccccc2)c2ccccc2)CC1 | nt | -1 | 4 |
| O=C(Nn1c(-c2cccs2)nc2sc3c(c2c1=O)CCCC3)c1cccs1 | -5 | -7 | 4 |
| COCC1N(C(=O)c2cc(C)nn2C)C2CCC1(O)CC2 (stereo unspecified) | -8 | -4 | 26 |

Screening results: PubChem BioAssay, Fisher Drug Discovery Resource Center
